# Source: PubChem BioAssay
# STK33 inh – human STK33 kinase inhibition. Q9BYT3. purified STK33, MBP phosphorylation, ADP-Glo luminescence. inhibition, % at 10 µM. hit rate 0.073% among 320,000. AID 2661;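 active = inhibition at or above 25%, using the most active replicate where run in duplicate; inactive = inhibition below 25%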
# Target sequence (Q9BYT3 whole entry, looked up): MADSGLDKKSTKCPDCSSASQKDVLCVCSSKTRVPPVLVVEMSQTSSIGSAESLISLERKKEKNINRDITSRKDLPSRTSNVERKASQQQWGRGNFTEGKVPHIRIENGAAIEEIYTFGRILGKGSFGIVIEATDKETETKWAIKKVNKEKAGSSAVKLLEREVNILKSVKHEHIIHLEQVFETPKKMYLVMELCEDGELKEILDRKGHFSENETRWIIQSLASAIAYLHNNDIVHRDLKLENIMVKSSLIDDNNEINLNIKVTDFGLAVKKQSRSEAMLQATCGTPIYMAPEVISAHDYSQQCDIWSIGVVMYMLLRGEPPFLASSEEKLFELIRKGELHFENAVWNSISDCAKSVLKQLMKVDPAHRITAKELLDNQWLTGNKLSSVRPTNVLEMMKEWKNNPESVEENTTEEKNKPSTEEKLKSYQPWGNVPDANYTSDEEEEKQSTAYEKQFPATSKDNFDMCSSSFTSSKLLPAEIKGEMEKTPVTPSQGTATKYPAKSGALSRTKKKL
# OX1R FRET antag – blocks the human orexin 1 receptor | O43613 | OX1R-expressing cells, FRET antagonist read-out | inhibition, % at 6.6 µM | hit rate 1.8% among 330,000 | AID 485270; in the data active = inhibition mostly above about 38%, no sharp cut-off; inactive = mostly below about 40%;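 also: 0% = agonist challenge alone and 100% = reference antagonist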
# Target sequence (O43613 whole entry, looked up): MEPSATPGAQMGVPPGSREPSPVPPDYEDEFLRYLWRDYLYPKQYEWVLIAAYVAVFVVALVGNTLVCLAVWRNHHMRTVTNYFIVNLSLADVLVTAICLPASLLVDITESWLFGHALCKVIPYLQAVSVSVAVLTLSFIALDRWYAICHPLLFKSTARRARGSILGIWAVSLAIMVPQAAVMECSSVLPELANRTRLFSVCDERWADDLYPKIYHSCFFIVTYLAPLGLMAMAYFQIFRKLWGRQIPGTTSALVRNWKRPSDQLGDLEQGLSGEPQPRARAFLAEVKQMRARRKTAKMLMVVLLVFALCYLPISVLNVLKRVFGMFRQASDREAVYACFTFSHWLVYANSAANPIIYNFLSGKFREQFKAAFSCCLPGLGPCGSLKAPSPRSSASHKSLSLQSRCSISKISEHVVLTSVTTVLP
# KCNQ2 block – KCNQ2 potassium channel inhibitors, primary screen, cell-based, CHO-K1, FluxOR thallium flux, B-score (AID 2156); hit rate 1.1% among 310,000; B-score at 10 µM; 20 min; stronger effect = lower value; O88943;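 active = fluorescence ratio B-score at most minus 3 library SDs, with starting brightness B-score within 2 library SDs, cut at about -5.5 in these data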
# The depositor's hits bear a star; i = inactive; x = no result given; & = joins results of further samples.
SMILES,STK33 inh,OX1R FRET antag,KCNQ2 block
CCOC(=O)C(C)Sc1nc(-c2ccccn2)ncc1OC (stereo not given),-5.0,23,i
CCn1c(=O)c(CCC(=O)NCCN2CCOCC2)c(C)c2c(C)nn(-c3ccccc3)c21,0.5,6,i
CCCCOc1ccc(C(=O)NNC(=S)NC(=O)CC)cc1,-3.7,2,i
COc1cc(OC)c(C(=O)Nc2ccccc2-c2ccccc2)cc1OC,-1.6,27,i
Cc1noc(C)c1COc1cccc(C(=O)OCC(=O)NC(=O)c2ccc(OC(F)F)cc2)c1,-0.6,13,i
Nc1ccc(S(=O)(=O)N2CCCC2C(=O)O)cc1 (stereo not given),-0.2,17,i
Cc1cc2oc(=O)cc(CN3CCCCC3C)c2cc1C(C)C (stereo not given),-0.4,2,i
O=S(=O)(/C=C/c1ccccc1)NCCc1ccccn1,-2.1,26,i
CCOC(=O)/C(C#N)=C1/C=C(C)NC(c2ccccc2O)=N1,-0.8,40*,i
Cc1ccc(Cn2ncc3c(N4CCN(c5ccc(C)cc5)CC4)ncnc32)cc1,-0.3,22,i
CCNc1nc(NCC)n2c(SCC(=O)c3ccccc3Cl)nnc2n1,2.7,44,i
C/C(=N\NC(=O)c1ccccc1F)c1ccccn1,6.1,15,i
CC(C)(C)NC(=O)CSc1nnc(-c2ccccn2)n1-c1ccccc1,-1.3,7,i
COc1cccc(CN(C)CC(=O)NC(=O)NCc2ccccc2)c1,-0.5,17,i
COc1ccc(CNC(=O)C(c2ccccc2F)N(C(=O)c2csnn2)C2CC2)cc1 (stereo not given),0.7,7,i
CC(C)[C@H](NC(=O)c1ccccc1)C(=O)OCC(=O)N1CCc2ccccc2C1,-0.1,7,i
O=C(O)c1cc(NC(=O)c2cccc(C(=O)Nc3cc(C(=O)O)cc(C(=O)O)c3)c2)cc(C(=O)O)c1,-0.8,-8,i
Fc1cccc(Cl)c1-c1nnc2ccc(C(F)(F)F)cn12,-0.2,18,i
Cc1ccc(-c2nc3ccccc3c(=O)o2)cc1,-0.7,7,i
Fc1ccc(-c2ccc(CNCc3ccccn3)o2)cc1Cl,-1.3,18,i
Cc1cc(N/N=C/c2ccccc2)nc(NCc2ccccc2)n1,-1.4,22,i
Cc1ccc(NC(=O)Cc2nc(CCl)cs2)cc1,-0.7,5,i
CC(NC(=O)CN1CCN(Cc2cccc(F)c2)CC1)c1ccccc1 (stereo not given),0.1,-1,i
Cc1cccc(C)c1NS(=O)(=O)c1cc2c3c(c1)CC(=O)N3CCC2,2.7,11,i
COCC(C)n1c(SCC(=O)N(C)C2CCS(=O)(=O)C2)nc2ccccc2c1=O (stereo not given),-0.5,12,i
# (next part)
SMILES,STK33 inh,OX1R FRET antag,KCNQ2 block
CCOc1ncccc1C(=O)Nc1cccc(S(=O)(=O)NC2=NCCC2)c1,4.1,3,x
COc1ccc(N2C(=O)CC(N3CCN(c4cccc(Cl)c4)CC3)C2=O)cc1 (stereo not given),-0.2,1,i
CCCCCCCCCCNC(=O)C(=O)Nc1ccccn1,-1.4,6,i
COc1ccc(-c2nnc(N(C)C(=O)C3CCCO3)s2)cc1 (stereo not given),0.2,27,i
O=C(O)CSc1nc2c(c(C(F)(F)F)n1)CCCC2,-0.5&1.0,12&4,i
CS(=O)(=O)N(CC(=O)N1CCOCC1)c1ccc2c(c1)OCO2,-0.1,6,i
COc1ccc(CCC(C)N2CCC(CO)(Cc3ccccc3)CC2)cc1 (stereo not given),-0.5,11,i
O=C(CSc1ncnc2[nH]ncc12)Nc1nc(-c2ccc(F)c(F)c2)cs1,-1.4,52*,i
C/C(Cc1ccccc1)=N/NC(=O)CNC(=O)C(c1ccccc1)c1ccccc1,-0.1,-2,i
Cc1ccc(N2CC(C(=O)OCc3nc(N)nc(Nc4ccccc4C)n3)CC2=O)cc1 (stereo not given),-1.9,8,i
COc1ccc(NCc2ccc3c(c2)OCO3)cc1Cl,-0.3,26,i
CN(C)c1oc(-c2ccccc2Cl)nc1S(=O)(=O)c1ccccc1,0.0,5,i
CC(=O)c1cccc(NC(=O)COC(=O)C2=COCCO2)c1,-1.3,9,i
CCCC(=O)NC(c1ccc(N(C)C)cc1)c1ccc2cccnc2c1O (stereo not given),-1.5,20,i
Cc1sc2ncn(CC(=O)NCCCC(=O)N(C)Cc3ccccc3)c(=O)c2c1C,-2.0,8,i
O=C(Cn1cnc(S(=O)(=O)N2CCCCC2)c1)NCc1ccco1,x,12,i
COc1cc(SC)ccc1C(=O)N(C)Cc1ccccc1,-0.1,11,i
CNC(=O)c1[nH]cnc1C(=O)Nc1cccc(OC)c1,-1.9,27,i
CSc1nc(Cl)cc(N(CCO)CCO)n1,-1.7,13,i
Cc1ccc(-c2ccc(/C=N/NC(=O)CN3CCCC3)o2)cc1Cl,0.3,15,i
CC(C)CNC(=O)c1cccc2c1-c1ccccc1C2=O,0.5,3,i
CCOC(=O)C1CCCN(C2CC(=O)N(c3ccccc3)C2=O)C1 (stereo not given),-1.0,9,i
O=C(CC1C(=O)NCCN1Cc1ccc(-c2ccccc2)cc1)NCCCn1cccn1 (stereo not given),0.8,6,i
COc1ccc(Cl)cc1NC(=S)Nc1ccc(Cl)cn1,-0.6,13,i
Cc1ccc(C(=O)Nc2ccon2)cc1S(=O)(=O)N1CCCC1,-1.4,1,i
# Continued.
SMILES,STK33 inh,OX1R FRET antag,KCNQ2 block
COc1ccccc1N1CCN(CC(=O)N2N=CCC2c2ccccc2)CC1 (stereo not given),-2.2,21,i
Oc1ccc(/C=N/NC(=S)Nc2cccnc2)cc1O,2.1,16,i
O=c1c2[nH]c3ccccc3c2ncn1CCN1CCNCC1,-2.2,8,i
Cn1nnnc1SCC(=O)N1c2ccccc2Sc2ccccc21,-0.5,40,i
COc1cccc(CNC(=O)c2cccs2)c1,0.0,25,i
CCN(CC)CCNC(=O)c1ccc(NC(=O)c2cccc(S(=O)(=O)N3c4ccccc4CC3C)c2)cc1 (stereo not given),-1.5,15,i
COc1ccc(N)cc1-n1c(C)ccc1C,-0.9,29,i
COc1ccc(C)cc1-n1nnnc1SCC1CCCCO1 (stereo not given),-2.9,8,i
CC(C)OC(=O)c1cc(NC(=O)C2C3CCC(O3)C2C(=O)O)cc(C(=O)OC(C)C)c1 (stereo not given),2.1,8,i
Cc1ccc(NS(=O)(=O)c2cn(C)cn2)cc1,-0.3,6,i
CC(C)C(NS(=O)(=O)c1ccc2c(c1)OCCCO2)C(=O)O (stereo not given),-0.8,10,i
O=C1CCCCCN1C(=O)c1cccc(C(=O)N2CCCCCC2=O)c1,-2.3,16,i
O=C(O)CCC(=O)OCC1CCCO1 (stereo not given),-2.5,8,i
Cc1ccc(Oc2c(C(N)=O)cc([N+](=O)[O-])cc2[N+](=O)[O-])cc1,0.7,105*,i
CSc1ccccc1NC(=O)CN(C)C(=O)Cn1c(=O)oc2ccccc21,-0.5,19,i
Cc1ccc[n+](C2C(c3ccc([N+](=O)[O-])cc3)C(C#N)=C([S-])NC2(O)C2CC2)c1 (stereo not given),-0.5,26,i
CSc1ccc(CNc2nnnn2C)cc1,-0.1,6,i
COc1ccc(-c2nnc(SCC(=O)NCC3CCCO3)n2C)cc1 (stereo not given),0.4,12,i
CCN(CC)CCCCNc1ncc2cc(-c3cc(OC)cc(OC)c3)c(NC(=O)NC(C)(C)C)nc2n1,0.9,18,i
COc1ccc(S(=O)(=O)N2Cc3ccccc3CC2C(=O)Nc2nccs2)cc1OC (stereo not given),-1.5,29,i
CCCn1c(-c2ccc(OC)cc2)nc2nc3ccccc3nc21,-1.8,21,i
Cc1cc(C)c2c(N)c(C(=O)N3CCN(c4ncccn4)CC3)sc2n1,-3.9,25,i
COc1ccc(-c2ccc3ccccc3n2)cc1,-2.1,40,i
Cc1ccc(C)c(N2CCN(C(=S)Nc3ccc4nc(N5CCOCC5)cc(C)c4c3)CC2)c1,-1.2,7,i
COc1ccc(CCCc2nnc(SCC(=O)Nc3nc(C)cs3)n2C)cc1,2.4,2,i

# Laid out differently: two of the compounds above
SMILES | STK33 inh | OX1R FRET antag | KCNQ2 block
CCCn1c(-c2ccc(OC)cc2)nc2nc3ccccc3nc21 | -1.8 | 21 | i
Cc1cc(C)c2c(N)c(C(=O)N3CCN(c4ncccn4)CC3)sc2n1 | -3.9 | 25 | i

# The main list resumes; the 3 compounds before the break are reprinted first.
SMILES,STK33 inh,OX1R FRET antag,KCNQ2 block
COc1ccc(-c2ccc3ccccc3n2)cc1,-2.1,40,i
Cc1ccc(C)c(N2CCN(C(=S)Nc3ccc4nc(N5CCOCC5)cc(C)c4c3)CC2)c1,-1.2,7,i
COc1ccc(CCCc2nnc(SCC(=O)Nc3nc(C)cs3)n2C)cc1,2.4,2,i
COc1ccc(C2=C(O)C(C)N(c3ccccc3)C2=N)cc1OC (stereo not given),-0.5,9,i
COc1ccc(N(CCCN2C(=O)c3cccc4cccc(c34)C2=O)C(=O)c2cccc(OC)c2)cc1,-1.4,21,i
CCC(COC)Oc1cc(NCc2ccccc2)c2ncn(C(C)C)c2c1 (stereo not given),1.3,35*,x
CC(C)n1c(O)c(N=NC(=O)CNC(=O)Cc2ccc(Cl)cc2)c2ccccc21,-0.8,6,i
Cc1ccc(-c2nn(CCC(=O)NN3CCOCC3)c(=O)c3ccccc23)cc1,-1.6,-1,i
Cc1ccc(-c2cc(C(=O)Nc3c(C)n(C)n(-c4ccccc4)c3=O)[nH]n2)c(O)c1C,1.0,3,i
COc1ccccc1C(=O)C1CCCN(C(=O)c2ccc3c(c2)OCCO3)C1 (stereo not given),0.1,31,i
Cc1ccccc1C(=O)NCCCNC(=O)c1ccccc1C,-0.5,18,i
Cc1ccc(C(C)C)c(OCCOCCN2CCNCC2)c1,0.2,5,i
CC(OC(=O)c1cnccn1)C(=O)c1ccccc1 (stereo not given),-0.6,15,i
Cc1ccc(N2CCN(c3cc(C)nc4nc(C)nn34)CC2)c(C)c1,0.5,13,i
CSc1ncc(C(C)=O)c(C)n1,-0.1,4,i
COc1ccc(/C=C/C(=O)Nc2nc(C)cc(C)n2)cc1OC,1.6,25,i
CCc1cc(Cn2nc(-c3ccccc3)cc2C(=O)NCc2ccc(C)cc2)on1,-2.2,20,i
CC(=O)c1sc(NC(=O)c2ccc(F)cc2)nc1-c1ccccc1,-2.6,15,i
CCCc1cc(=O)oc2cc(OCC(=O)NCCCn3ccnc3)c(Cl)cc12,-1.0,0,i
CC(C)n1nc(C(=O)Nc2nc3ccc(S(C)(=O)=O)cc3s2)c2ccccc2c1=O,-0.4,3,i
CCCCC(=O)Nc1ccc(N2CCN(C(=O)CC)CC2)cc1,-2.3,8,i
O=C(NCc1ccco1)/C(=C\c1ccco1)NC(=O)c1ccco1,x,18,i
O=C(Nc1ccccc1N1CCN(C(=O)c2ccc(Cl)cc2)CC1)c1ccc([N+](=O)[O-])o1,-0.4,16,i
O=C(COC(=O)c1cc(S(=O)(=O)N2CCOCC2)ccc1F)NC1CC1,-1.1,8,x
CC(C)CNC(=S)NNC(=O)CC(C)O (stereo not given),-0.8,14,i
COc1cc(C(=O)N2CCN(C(=O)C(Cc3cc(C)ccc3C)NC(C)=O)CC2)cc(OC)c1OC (stereo not given),0.8,-4,i
CN1CCN(C(=O)CCC(=O)c2ccc(F)cc2)CC1,0.1,18,i
Cc1ccc([N+](=O)[O-])cc1-c1ccc(/C=N/NC(=O)CN2CCOCC2)o1,0.0,13,i

# Part of the list above, reduced to STK33 inh.
molecule | STK33 inh
CCc1cc(Cn2nc(-c3ccccc3)cc2C(=O)NCc2ccc(C)cc2)on1 | -2.2
CC(=O)c1sc(NC(=O)c2ccc(F)cc2)nc1-c1ccccc1 | -2.6
CCCc1cc(=O)oc2cc(OCC(=O)NCCCn3ccnc3)c(Cl)cc12 | -1.0
CC(C)n1nc(C(=O)Nc2nc3ccc(S(C)(=O)=O)cc3s2)c2ccccc2c1=O | -0.4

# Additional compounds follow.
SMILES,STK33 inh,OX1R FRET antag,KCNQ2 block
Cn1nc([N+](=O)[O-])c2c(-c3nc4ccccc4s3)c(N)n(C3CCCCC3)c2c1=O,0.4,12,i
CC(C)=C1C2CCC1C1C(=O)N(c3ccc4c(c3)OCO4)C(=O)C21 (stereo not given),0.5,18,i
Cc1ccc(CNC(=O)CCC2CCCN(Cc3ccc4cccc(F)c4n3)C2)o1 (stereo not given),-1.6,15,i
CC(C)c1ccc(NC(=O)CN2C(=O)COc3ccc(S(=O)(=O)N4CCOCC4)cc32)cc1,1.0,4,i
COC(=O)CNC(=O)c1ccc(C)s1,-1.9,3,i
CN(C)c1ccnc2sc(C(=O)c3ccccc3)c(N)c12,-1.6,17,i
c1ccc2nc(-c3ccc(N4CCOCC4)cc3)ccc2c1,0.5,33,i
Cc1nnc(NC(=O)c2ccc(F)c(S(=O)(=O)N3CCOCC3)c2)s1,-1.1,13,x
CCSC1=C(C#N)C2(CCCCC2)C(C#N)=C(N)N1,-4.0,0,i
CC(C)c1cc(NCc2ccccn2)n2c(nc3ccccc32)c1C#N,-3.2,18,i
CCOCCCNC(=O)NC12CC3CC(CC(C3)C1)C2,-1.0,6,i
CCCCn1c(N)c(N(CC(C)C)C(=O)c2ccc(S(=O)(=O)N3CCC(C)CC3)cc2)c(=O)[nH]c1=O,-1.1,3,i
COc1ccccc1NC(=O)c1cccc(N2C(=O)C3C4C=CC(C4)C3C2=O)c1 (stereo not given),0.9,13,i

# Full records as entered above. Screens in order: STK33 inh, OX1R FRET antag, KCNQ2 block
# Entry for CCCCn1c(N)c(N(CC(C)C)C(=O)c2ccc(S(=O)(=O)N3CCC(C)CC3)cc2)c(=O)[nH]c1=O = -1.1, 3, i
# Entry for c1ccc2nc(-c3ccc(N4CCOCC4)cc3)ccc2c1 = 0.5, 33, i
